# LAP4 TOR yeast = yeast TOR pathway LAP4-GFP modulation; 0.34% of 320,000 active; GFP response vs DMSO, % at 10 µM; S. cerevisiae LAP4-GFP multiplex, flow cytometry GFP, 3 h; median GFP as percent of DMSO wells;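 active = GFP response vs DMSO above a set limit, about the screen mean plus 3 SD, cut at about 150% in these data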
# MEP2-GFP yeast = yeast TOR pathway MEP2-GFP modulation; S. cerevisiae MEP2-GFP strain, flow cytometry GFP, 3 h; 100% = DMSO control level; GFP response vs DMSO, % at 10 µM; 0.51% of 330,000 active;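 active = GFP response versus DMSO above a set limit, roughly screen mean plus 3 SD, cut at about 180% in these data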;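 also: median GFP fluorescence of the barcode-gated MEP2-GFP cells per well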
# CR mimetic SO = yeast age-related superoxide inhibition as caloric restriction mimetic; S. cerevisiae aged cells, superoxide DHE fluorescence; stronger effect = lower value; superoxide response (% of plate mean), % at 10 µM; 0.18% of 330,000 active;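 active = superoxide response under a set limit, about three screen SD below normal, cut at about 65% in these data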;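 also: yeast aged for seven days with compound at 30 °C before DHE staining; 100% = average MFI of all compound-treated wells on the plate with controls excluded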
# JMJD2C inh = inhibitors of human GASC-1 (JMJD2C) demethylase; GST-JMJD2C(1-420) H3K9me3 demethylation, DELFIA europium; 0.069% of 330,000 active; inhibition, % at 2.35 µM; AID 2099; Q9H3R0;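 active = more than half of a compound's replicate wells show inhibition beyond 50%, single wells judged on their own value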;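 also: signal counts dimethyl H3K9 product captured on neutravidin plate; 0% = median of DMSO wells and 100% = 0.3 times that DMSO median; strong numbers were not always called active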
# AHR act = activates the human aryl hydrocarbon receptor; P35869; AHR-responsive luciferase reporter cells, luminescence; activation, % at 5 µM; 2.5% of 320,000 active; AID 2796; in the data active = activation above about 47%;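 also: 0% = vehicle wells and 100% = reference agonist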
# Target sequence (P35869 whole entry, looked up): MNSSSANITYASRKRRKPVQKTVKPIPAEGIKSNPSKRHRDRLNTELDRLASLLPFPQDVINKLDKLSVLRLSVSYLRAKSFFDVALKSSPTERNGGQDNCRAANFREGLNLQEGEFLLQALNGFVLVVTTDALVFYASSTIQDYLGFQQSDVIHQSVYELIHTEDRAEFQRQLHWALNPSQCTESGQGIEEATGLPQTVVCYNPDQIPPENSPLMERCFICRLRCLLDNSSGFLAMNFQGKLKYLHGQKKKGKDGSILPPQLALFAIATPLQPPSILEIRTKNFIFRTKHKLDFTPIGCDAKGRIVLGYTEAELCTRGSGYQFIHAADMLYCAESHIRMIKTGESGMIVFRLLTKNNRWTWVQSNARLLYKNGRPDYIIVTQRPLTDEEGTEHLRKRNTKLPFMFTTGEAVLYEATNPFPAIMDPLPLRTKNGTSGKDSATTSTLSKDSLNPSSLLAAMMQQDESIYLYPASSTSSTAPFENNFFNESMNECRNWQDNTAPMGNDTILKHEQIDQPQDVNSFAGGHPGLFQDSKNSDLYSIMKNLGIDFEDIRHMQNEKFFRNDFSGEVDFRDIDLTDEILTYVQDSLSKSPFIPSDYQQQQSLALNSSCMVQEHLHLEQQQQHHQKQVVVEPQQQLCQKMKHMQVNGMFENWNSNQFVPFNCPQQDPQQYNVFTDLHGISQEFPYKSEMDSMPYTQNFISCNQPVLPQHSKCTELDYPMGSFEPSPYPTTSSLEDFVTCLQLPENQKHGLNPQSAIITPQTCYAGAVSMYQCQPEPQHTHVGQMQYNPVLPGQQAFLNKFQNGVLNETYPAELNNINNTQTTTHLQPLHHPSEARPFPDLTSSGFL
# proCasp3 act = activates human procaspase-3. P42574. recombinant procaspase-3 D3A, Ac-DEVD-pNA absorbance 405 nm. activation, % at 8.5 µM. 0.11% of 330,000 active. AID 463141;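 active = activation above the mean of all tested compounds plus 3 SD, cut at about 21% in these data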;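 also: 0% = DMSO alone and 100% = DMSO wells spiked with extra 5 µM PC-3 D3A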
# Target sequence (P42574 whole entry D9A/D28A/D175A): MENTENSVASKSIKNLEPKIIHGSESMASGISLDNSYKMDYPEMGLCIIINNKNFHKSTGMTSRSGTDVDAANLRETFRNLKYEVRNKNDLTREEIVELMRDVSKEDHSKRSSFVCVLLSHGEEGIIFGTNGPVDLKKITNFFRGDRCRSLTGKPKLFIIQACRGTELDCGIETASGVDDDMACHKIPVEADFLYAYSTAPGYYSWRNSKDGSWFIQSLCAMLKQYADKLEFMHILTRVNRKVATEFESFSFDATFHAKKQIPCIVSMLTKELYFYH
#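 Assay system: Autoprocessing-dead procaspase-3 D3A mutant enzyme; also added: Ac-DEVD-pNA; doses: one concentration, 8.5 µM nominal, 0.8% DMSO; times: 1 h compound preincubation, 2 h substrate hydrolysis at 25 °C; technique: 405 nm absorbance of p-nitroaniline, reads at 0 and 120 min; measure: % activation between DMSO and enzyme-spiked controls; repeats: single replicate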
# RPL19A TOR yeast = modulators of TOR pathway RPL19A-GFP in S. cerevisiae | S. cerevisiae RPL19A-GFP strain, flow cytometry, 3 h; stronger effect = lower value | percent response vs DMSO, % at 10 µM | 0.3% of 330,000 active;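 active = percent response vs DMSO below 50%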;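 also: median channel GFP fluorescence of the barcoded RPL19A-GFP strain; ratio of sample median GFP to plate DMSO average so 100% = DMSO; lower means less RPL19A-GFP as with rapamycin TOR inhibition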
# procasp7 counter = counter-screen for procaspase-3 activators: activators of human procaspase-7 | P55210 | recombinant procaspase-7, Ac-DEVD-pNA absorbance 405 nm; D23A/D198A/D206A triple mutant, cannot self-cleave; scale: DMSO 0, 5 µM enzyme 100 | activation, % at 8.5 µM | 0.093% of 330,000 active | AID 463210;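 active = percent activation above the screen-wide mean plus 3 SD, cut at about 25% in these data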
#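 Test system: Procaspase-7 triple mutant (PC-7 D3A). Also added: Ac-DEVD-pNA substrate, 400 µM as added. Schedule: 1 h enzyme–compound preincubation and 2 h substrate reaction, both 25 °C. Signal: p-Nitroaniline absorbance at 405 nm, read at 0 and 120 min. Control set: low DMSO alone, high DMSO plus 5 µM PC-7.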
# Active calls of the source: *; . = no result given; [ ] = dose if it differs, or a comment.
SMILES,LAP4 TOR yeast,MEP2-GFP yeast,CR mimetic SO,JMJD2C inh,AHR act,proCasp3 act,RPL19A TOR yeast,procasp7 counter
CCCc1nc(SCC(=O)N2CCCC2)c2ccccc2n1,126,108,72,-3,3,2,121,1
Cc1cccc(N2CCN(S(=O)(=O)c3cc(-c4cc(C)no4)ccc3C)CC2C)c1 (centres undefined),108,98,138,1,1,9,96,11
Cc1nc(-c2coc3cc(C)c(N=O)c(O)c3/c2=N\N)cs1,108,106,99,2,-3,2,105,-2
Cc1ccc(C2CC(=O)c3cnn(-c4nc(C)cc(C)n4)c3C2)cc1 (centres undefined),94,106,122,-4,14,-9,103,-3
O=C(Nc1ccccc1)N1CCN(c2ccc(C(F)(F)F)cn2)CC1,98,96,94,-6,-12,-7,95,-10
COc1ccc(-c2cccc(NS(=O)(=O)c3ccccc3[N+](=O)[O-])c2)nn1,106,104,103,16,3,8,100,2
CCCCN(CC)Cc1ccc(CNC(=O)Nc2ccc(OCC)cc2)o1,109,106,81,-7,-1,-7,99,6
CCC(c1nnnn1Cc1ccc(OC)cc1)N1CCN(C(=O)c2ccco2)CC1 (centres undefined),98,103,100,-1,0,-5,107,4
CC(C)CCN(C(=O)c1ccc(Br)cc1)c1c(N)n(Cc2ccccc2)c(=O)[nH]c1=O,105,96,96,5,0,5,93,-8
c1ccc(OCc2nc3c4c(ncn3n2)-c2ccccc2CC42CCCC2)cc1,103,112,90,1,3,8,105,5
COc1ccc(-c2oc3ncnc(NCCCN(C)C)c3c2-c2ccc(OC)cc2)cc1,94,106,103,-33,0,4,104,1
CC1CN=C(c2cccn2Cc2ccc(F)cc2Cl)O1 (centres undefined),96,105,81,19,7,5,100,2
CCOC1C(=O)NC(=O)N1Cc1ccccc1 (centres undefined),98,98,97,10,.,.,104,.
CC(NC(=O)c1cc(=O)[nH]c2ccc(Br)cc12)c1ccccc1 (centres undefined),96,98,93,-1,4,9,97,12
Cc1nc(SCC(=O)NCc2ccco2)c2c(C)c(C)sc2n1,116,97,93,4,5,-6,93,9
COc1ccc(CC(=O)N/N=C/c2c(C)n(C)c3ccccc23)cc1OC,103,105,103,-9,48*,-4,100,-2
Cc1[nH]c2ccccc2c1C(=O)COC(=O)C1CC(=O)N(Cc2ccccc2)C1 (centres undefined),99,101,104,6,6,-5,98,-2
CCCN1Cc2cccc(C(=O)NCc3ccc4c(c3)OCO4)c2C1=O,95,98,110,-7,80*,-6,97,-6
COc1ccc(OC)c(C2NC(=O)c3sc(=S)n(-c4ccccc4)c3N2)c1 (centres undefined),95,104,104,-7,2,-3,99,-18
Cc1oc(-c2ccc(Cl)cc2)nc1CN1CCC(C(=O)NCCCN2CCCC2=O)CC1,97,103,91,-4,8,5,99,-11

# Compounds above with two or more sulfur atoms:
SMILES,LAP4 TOR yeast,MEP2-GFP yeast,CR mimetic SO,JMJD2C inh,AHR act,proCasp3 act,RPL19A TOR yeast,procasp7 counter
Cc1nc(SCC(=O)NCc2ccco2)c2c(C)c(C)sc2n1,116,97,93,4,5,-6,93,9
COc1ccc(OC)c(C2NC(=O)c3sc(=S)n(-c4ccccc4)c3N2)c1 (centres undefined),95,104,104,-7,2,-3,99,-18

# Going on with the list.
SMILES,LAP4 TOR yeast,MEP2-GFP yeast,CR mimetic SO,JMJD2C inh,AHR act,proCasp3 act,RPL19A TOR yeast,procasp7 counter
Cc1ccc(C(=O)NNC(=O)c2cccs2)cc1,95,88,95,-7,-3,2,88,1
COc1ccc(C2CC(c3ccc4ccccc4c3)=NN2C(=O)CSc2ncccn2)cc1 (centres undefined),99,104,114,2,38,-2,107,6
O=C(CSc1ccc(-c2cccnc2)nn1)c1ccc([N+](=O)[O-])cc1,104,94,106,-1,58*,-1,96,-6
Cc1ccc(Cn2nnnc2CN2CCC(NC(=O)c3ccccc3F)CC2)cc1,100,107,81,4,1,0,101,-2
COC(=O)CSc1nc(N2CCOCC2)c2c(c1C#N)CC(C)(C)OC2,105,102,92,-29,2,5,100,1
CCOC(=O)c1sc2nc(CC(C)C)c3c(c2c1N)CCC3,115,134,92,-17,8,5,97,-6
Cc1ccccc1C(=O)Nc1cc(S(=O)(=O)N2CCCCC2)ccc1N1CCN(C)CC1,96,103,89,-27,1,6,104,9
O=C(Nc1ccccc1)c1ccc(F)cc1F,93,99,92,-3,-1,8,112,-4
C=CCc1ccccc1OCC(O)CNC (centres undefined),.,88,101,-7,2,11,97,11
O=C(Cc1cccs1)NCc1cccc(F)c1,95,107,148,0,5,4,103,0
NC(=O)c1ccccc1OCCOCCOCCOc1ccccc1C(N)=O,107,103,108,2,-3,3,102,-7
FC(F)(F)c1cccc(Cc2noc(CN3CCCC(CN4CCCC4)C3)n2)c1 (centres undefined),91,94,119,-4,1,-4,93,-1
Cc1cc(OCCCCCNCCO)ccc1Cl,96,100,97,2,0,-4,91,6
CC(NC(=O)c1ccc(NC2=NC3CS(=O)(=O)CC3S2)cc1)c1ccccc1 (centres undefined),95,97,111,-7,-1,-3,106,4
O=C(Nc1ccc(S(=O)(=O)N2CCOCC2)cc1)c1cc(-c2cc(Cl)ccc2O)n[nH]1,101,98,113,-23,2,2,104,4
O=C(c1cccs1)N(Cc1ccco1)c1nc(-c2ccc(F)cc2)cs1,98,98,121,3,1,1,99,-14
CC(C)c1nc(N2CCN(C(=O)c3ccccc3)CC2)c(C#N)c2c1COC(C)(C)C2,99,102,106,-4,0,12,103,-2
COc1ccccc1C(c1nnnn1CC1CCCO1)N1CCC(C(N)=O)CC1 (centres undefined),91,94,102,-10,2,4,96,-3
Cc1ccc2ccc(S(=O)(=O)NCc3ccccn3)cc2c1,97,104,90,3,3,-2,103,-4
Cc1ccc(S(=O)(=O)NC(CC(C)C)C(=O)N2CCN(C/C=C/c3ccccc3)CC2)cc1 (centres undefined),100,105,102,-3,1,-1,105,2

# Limited to proCasp3 act (3 entries from above):
Compound | proCasp3 act
c1ccc(OCc2nc3c4c(ncn3n2)-c2ccccc2CC42CCCC2)cc1 | 8
CC1CN=C(c2cccn2Cc2ccc(F)cc2Cl)O1 (centres undefined) | 5
Cc1oc(-c2ccc(Cl)cc2)nc1CN1CCC(C(=O)NCCCN2CCCC2=O)CC1 | 5

# Next section.
SMILES,LAP4 TOR yeast,MEP2-GFP yeast,CR mimetic SO,JMJD2C inh,AHR act,proCasp3 act,RPL19A TOR yeast,procasp7 counter
Cc1cc(C)c(S(=O)(=O)N2CCC(C(=O)OCc3c(C)noc3C)CC2)c(C)c1,90,101,92,-3,1,9,96,8
O=C(CSc1c(F)c(F)cc(F)c1F)Nc1ccc(C2SCCS2)cc1,108,96,114,-3,3,1,98,0
O=C(CN1CCN(Cc2ccccc2F)C1=O)NCc1cccnc1,106,94,102,18,2,10,96,12
CC(=O)/C(N=Nc1ccc(OC(F)(F)F)cc1)=C(\C)O,103,103,93,14,3,-2,97,2
CC(=O)OCc1c(F)c(F)c(-n2nc(C)cc2C)c(F)c1F,109,102,105,-16,6,0,101,8
CNS(=O)(=O)c1cccc(C(=O)OCC(=O)Nc2ccc(N3CCCCC3)cc2)c1,98,108,76,1,1,5,102,-3
Cc1ccc(C)c(NC(=S)NC(=O)c2cncc(Br)c2)c1,128,101,108,-2,25,10,99,-5
Cc1cccc(Cc2ncc(C(F)(F)F)cc2Cl)c1,93,104,107,4,0,5,103,13
CCOC(=O)c1cnn(-c2ccccc2)c1-n1cccc1,105,92,97,-1,1,-8,96,12
COc1ccccc1N(C)S(=O)(=O)c1ccc(Cl)c(C(=O)NCC2(N(C)C)CCCCC2)c1,103,101,114,3,1,4,99,-2
Cn1c(=O)c2c(ncn2CC(=O)N2CCN(c3ccc([N+](=O)[O-])cc3)CC2)n(C)c1=O,107,168,101,-3,-1,-9,67,0
CC(=O)/C=C/c1ccc2ccccc2n1,138,93,104,1,3,-1,95,-14
O=C(NC(O)C(=O)c1cccs1)c1cccnc1 (centres undefined),102,100,117,12,0,3,101,11
CCCCOc1ccc(-c2nc(=S)[nH][nH]2)cc1,94,96,102,-8,10,-8,95,-4
Cc1ccc(Cl)cc1NC(=S)N(CCCN1CCN(C)CC1)Cc1cccs1,100,97,104,7,0,1,96,10
C=CCOC(=O)C1=C(C)NC(SCC(=O)N(CC)CC)=C(C#N)C1c1ccco1 (centres undefined),103,98,115,-3,42,-4,98,-14
Cc1oc2ccc(O)cc2c1C(=O)c1ccc(Br)cc1,126,94,107,0,-2,3,95,4
S=C(NCc1ccccc1)NCc1cccc(Cl)c1,70,100,119,7,.,.,102,.
CC(C)C(=O)NC(=S)Nc1ccccc1C(=O)NC1CCCCC1,112,107,105,-2,4,3,115,-4
CCOC(=O)c1cc2nc(Nc3ccc(OC)cc3)sc2s1,102,103,100,34,8,7,98,11
COc1ccc(C(CC(=O)Nc2cc(OC)cc(OC)c2)n2cccc2)cc1 (centres undefined),111,110,107,3,6,-2,101,1
Cc1ccc(C(=O)NNC(=O)Cc2nc3nc(C)cc(C)n3n2)cc1,100,95,86,-12,4,0,99,2
O=[N+]([O-])c1ccc(/C=N/N2CCN(Cc3ccccc3)CC2)cc1,100,105,94,66,-4,-9,105,-2
CCCN(CCC)C(=O)C1CC(=O)OC12CCOC(C)(C)C2 (centres undefined),105,105,98,2,-1,-3,104,13
CCc1c(O)nc(SCC(=O)Nc2ccccc2C)[nH]c1=O,96,107,94,-8,2,3,95,-2
CCC(C)NC(=O)Nc1ccccc1C (centres undefined),103,111,116,2,-1,5,98,-4
Cc1[nH]c2ccccc2c1C(=O)C(=O)Nc1ccc2c(c1)OCCO2,89,91,104,-4,-13,-4,95,2
CCC(CC)c1nnc(NC(=O)CN2C(=O)C3C4C=CC(C4)C3C2=O)s1 (centres undefined),92,95,108,-11,2,-11,92,8
Cc1cc(C(=O)N(C)C2CCCCC2)no1,108[may fluoresce green],94[may fluoresce green],69,4,2,-3,98[may fluoresce green],1
O=C(CSc1nnc(Cc2ccccc2)o1)Nc1cccc(F)c1,100,101,91,-1,-5,4,104,-1
O=c1c(C=NCc2cccnc2)c(C(F)(F)F)[nH]n1-c1nc2ccccc2s1,101,104,109,5,-1,4,99,10
Cc1nnc2sc(-c3ccc(-c4ccc(Cl)c(C(F)(F)F)c4)o3)nn12,93,99,114,10,4,1,103,5
CCCSc1nnc(CSc2nc3nc(C)cc(C)n3n2)o1,96,104,106,12,4,-7,88,-24
COc1ccc2c(c1)OC[C@H]1[C@H]2N2C(=O)[C@H](C)NC(=O)[C@@]2(C)[C@H]1c1ccccc1,93,94,99,2,-3,0,94,-8
Cc1nn(-c2ccccc2)c(N2CCCC2)c1/C=N/Nc1ccc(S(N)(=O)=O)cc1[N+](=O)[O-],96,105,60*,-3,43,4,105,-3
CC1CCN(CC(=O)Nc2cc(C(F)(F)F)ccc2Cl)CC1,93,100,79,6,1,0,104,2
COC(=O)c1cn(NC(=O)Cn2nc([N+](=O)[O-])c(Br)c2C)c(=O)c2ccccc12,106,101,136,-15,2,2,110,7
Cc1cccc(NC(=O)c2ccc(C(=O)Nc3cccc(C)c3)nc2)c1,100,98,109,3,4,4,95,10
O=S(=O)(NCCN1CCOCC1)c1cccc(C(F)(F)F)c1,107,112,88,24,0,-4,104,-15

# Screens deposited in PubChem by several laboratories.
